Compound activity from PubChem.
SENP8 block-1: SENP8 (human) protease inhibition; recombinant SENP8, Nedd8 substrate fluorescence; 360,000 compounds, 0.64% hits; Q96LD8; inhibition, % at 20 µM; AID 602440; in the data active means inhibition mostly above about 40%, no sharp cut-off; inactive means mostly below about 27%
Target sequence (Q96LD8 whole entry, looked up): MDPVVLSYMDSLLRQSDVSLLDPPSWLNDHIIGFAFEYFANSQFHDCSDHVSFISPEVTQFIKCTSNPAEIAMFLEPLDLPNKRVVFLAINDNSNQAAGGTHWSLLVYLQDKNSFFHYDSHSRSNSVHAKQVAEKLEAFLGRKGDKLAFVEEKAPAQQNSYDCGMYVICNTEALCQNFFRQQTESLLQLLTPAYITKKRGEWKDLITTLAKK
UBC13 polyUb: blocks human UBC13 polyubiquitin chain formation | P61088 | TR-FRET | 330,000 compounds, 0.47% hits | AID 485273 | inhibition, % at 20 µM; in the data active means inhibition above about 45%, passing the limit was not always enough
Target sequence (P61088 whole entry, looked up): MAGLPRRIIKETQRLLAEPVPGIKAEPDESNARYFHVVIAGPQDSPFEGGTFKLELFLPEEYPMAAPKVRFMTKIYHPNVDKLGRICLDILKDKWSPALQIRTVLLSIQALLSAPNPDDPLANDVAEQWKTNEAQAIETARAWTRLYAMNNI
SENP6 block: SENP6 protease inhibition | Q9GZR1 | Recombinant SENP6 catalytic domain, aminoluciferin luminescence | inhibition, % at 10 µM | 330,000 compounds, 1.8% hits;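 active means inhibition above about 50% at the single tested dose, limit read from the data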;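 further: plate controls were DMSO wells with enzyme for no effect and DMSO wells lacking enzyme for full effect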
Target sequence (Q9GZR1 628-1112 limits assumed): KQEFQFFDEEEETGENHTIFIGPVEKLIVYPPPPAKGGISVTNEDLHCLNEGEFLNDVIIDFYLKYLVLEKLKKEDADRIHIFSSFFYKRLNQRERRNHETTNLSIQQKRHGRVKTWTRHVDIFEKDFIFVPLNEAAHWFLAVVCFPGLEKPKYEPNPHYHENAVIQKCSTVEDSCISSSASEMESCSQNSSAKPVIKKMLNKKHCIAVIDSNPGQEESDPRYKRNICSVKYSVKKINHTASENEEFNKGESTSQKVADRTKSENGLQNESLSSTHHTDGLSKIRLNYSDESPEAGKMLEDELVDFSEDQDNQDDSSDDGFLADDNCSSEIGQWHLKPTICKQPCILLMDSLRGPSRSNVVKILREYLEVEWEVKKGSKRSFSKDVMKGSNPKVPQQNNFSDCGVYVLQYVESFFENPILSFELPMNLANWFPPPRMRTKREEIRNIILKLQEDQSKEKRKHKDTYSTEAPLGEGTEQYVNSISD
HKDC1 inhibitor: HKDC1 (human) hexokinase inhibition; inhibition, % at 20 µM; Q2TB90; 340,000 compounds, 0.16% hits; recombinant HKDC1, G6PDH/diaphorase resazurin coupled fluorescence;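 active means inhibition above about 35% when tested at 20 µM, limit read from the data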;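 further: plate controls were DMSO wells with enzyme for no effect and DMSO wells lacking enzyme for full effect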
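Test system: HK5 enzyme. Quantity: 5 µg/mL HK5 final. Reagent: glucose and ATP substrates. Schedule: 90 min reaction incubation at room temperature, dark. Technique: resazurin-to-resorufin fluorescence via G6PDH and diaphorase coupling, 525/613 nm. Control set: DMSO wells with and without enzyme mix.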
SENP8 block-2: inhibitors of human SENP8 protease; Q96LD8; 330,000 compounds, 1.2% hits; inhibition, % at 10 µM; AID 2540; purified SENP8, Z-RLRGG-aminoluciferin cleavage, luminescence; in the data active means inhibition above about 50%
SENP1 inh: blocks the human SENP1 SUMO protease catalytic domain | 360,000 compounds, 0.21% hits | Q9P0U3 | inhibition, % at 10 µM | recombinant SENP1 catalytic domain, CyPet-SUMO1-YPet FRET cleavage;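 active means inhibition at least 30% at 10 µM, raw YFP signal under a set limit, fluorescence ratio 0.5 to 1.5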;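 further: 0% = enzyme with DMSO and 100% = no enzyme wells; some results filed as inactive read as strong as hits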
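material = recombinant human SENP1 catalytic domain, His6-tagged | quantity = 20 pM enzyme | reagent = 25 nM SUMO1 FRET substrate | compound dosing = 10 µM single point, 0.5% DMSO | timing = 50 min enzyme reaction, room temperature, light-protected | detection = FRET, CFP and YFP emission | control set = no-enzyme low, enzyme-DMSO high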
PfGluPho inh: PfG6PD (Plasmodium falciparum) enzyme inhibition | PfGluPho enzyme, NADPH resazurin-diaphorase fluorescence | 350,000 compounds, 0.78% hits | inhibition, % at 20 µM;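 active means inhibition reaching at least a set limit at 20 µM in the primary screen, cut at about 59% in these data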;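 further: 0% = DMSO wells with substrate and 100% = DMSO wells lacking glucose-6-phosphate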
MIN6 prolif: induces beta-cell replication in MIN6 cells; MIN6 cells proliferation, ATPlite luminescence, 48 h; cells starved in 0.2% serum; 100% = growth in 10% serum; proliferation, % at 10 µM; 330,000 compounds, 0.29% hits;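 active means compounds whose signal lies at least 3.5 SD above the mean of all wells on their plate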;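 further: 0% = DMSO-treated cells in low-serum medium and 100% = 10% serum control; some compounds called inactive have numbers as strong as hits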
SENP7 inh: inhibitors of human SENP7 protease | Q9BQF6 | recombinant SENP7, Z-RLRGG-aminoluciferin luminescence, 40 min | inhibition, % at 5 µM | 330,000 compounds, 1.5% hits | AID 434973;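 active means inhibition above about 50% at the single test dose, limit read from the data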;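 further: plate controls were DMSO with enzyme for no effect and no enzyme buffer wells for full effect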
Numbers without * were called inactive; x = not tested or not shown.

1	O=C(CCCC(=O)N1CCN(c2ccccc2F)CC1)c1ccccc1
2	Cc1cc(C)n(-c2ccc(Cl)c(C(=O)O)n2)n1
3	N#Cc1c(N2CCCCC2)nc(N2CCCCC2)c2c1CCN(Cc1ccccc1)C2
4	CN(C)S(=O)(=O)c1ccc(Cl)c(NC(=O)COC(=O)CCC2CCCCC2)c1
5	CCN(CC)C(=S)Nc1ccc(OC(F)F)cc1
6	Cc1ccc(S(=O)(=O)NCC(=O)N(CC(=O)NCc2ccco2)Cc2ccccc2)cc1
7	O=c1c2ccccc2nnn1CSc1nnc(-c2cccc(S(=O)(=O)N3CCCCC3)c2)o1
8	CCCn1c(NC(=S)Nc2ccccc2)nc2ccccc21

compound no.	1	2	3	4	5	6	7	8
SENP8 block-2	-18	-4	-8	-13	-2	-3	-7	3
MIN6 prolif	-3	-2	-6	1	-2	0	0	0
SENP1 inh	1	1	-30	3	1	3	1	1
HKDC1 inhibitor	-6	9	-2	-3	-3	-5	6	-18
SENP7 inh	13	-2	2	-5	-8	5	-7	5
PfGluPho inh	-12	14	13	18	0	10	11	7
SENP6 block	-10	-1	7	-11	9	-10	15	5
SENP8 block-1	6	15	-326	18	18	5	0	12
UBC13 polyUb	2	-19	14	-5	-17	6	-24	5

Quoted at random: 4 compounds from above.
7	O=c1c2ccccc2nnn1CSc1nnc(-c2cccc(S(=O)(=O)N3CCCCC3)c2)o1
6	Cc1ccc(S(=O)(=O)NCC(=O)N(CC(=O)NCc2ccco2)Cc2ccccc2)cc1
8	CCCn1c(NC(=S)Nc2ccccc2)nc2ccccc21
1	O=C(CCCC(=O)N1CCN(c2ccccc2F)CC1)c1ccccc1

compound no.	7	6	8	1
SENP8 block-2	-7	-3	3	-18
MIN6 prolif	0	0	0	-3
SENP1 inh	1	3	1	1
HKDC1 inhibitor	6	-5	-18	-6
SENP7 inh	-7	5	5	13
PfGluPho inh	11	10	7	-12
SENP6 block	15	-10	5	-10
SENP8 block-1	0	5	12	6
UBC13 polyUb	-24	6	5	2

(further entries)
9	CC(C)N(C(=O)N1CCC(c2nc(-c3ccncc3)no2)CC1)C(C)C
10	CCCN(Cc1cc2cc(C)ccc2[nH]c1=O)C(=O)c1ccccn1
11	CCN1C(=O)C(CC(=O)Nc2ccc(OC)cc2)N(CCCN2CCN(c3ccc(OC)cc3)CC2)C1=S (stereo not drawn)
12	O=C(N[C@H](Cc1ccc(Cl)cc1)C(=O)O)OCC1c2ccccc2-c2ccccc21
13	O=C(/C=C/c1ccncc1)c1cc(Cl)ccc1O
14	Cn1nc(OCCOc2ccccc2)ccc1=O
15	CC1CCN(CC(=O)NC2CCCCC2)CC1
16	CCOC(=O)c1[nH]cnc1C(=O)Nc1ccccc1OC

compound no.	9	10	11	12	13	14	15	16
SENP8 block-2	1	-1	-5	-3	4	-2	-8	-12
MIN6 prolif	-4	-1	-7	-4	-5	1	4	-3
SENP1 inh	-1	2	3	3	-28	1	1	3
HKDC1 inhibitor	12	-2	4	7	-2	-4	-6	-6
SENP7 inh	1	0	-9	-10	8	1	-2	-4
PfGluPho inh	-12	28	9	-28	3	-7	-29	4
SENP6 block	4	-16	6	0	-9	11	-6	-5
SENP8 block-1	21	-84	19	11	-51	13	11	-3
UBC13 polyUb	3	17	-8	-15	0	0	-1	2

17	N#CCCn1nc(Cc2cccc3ccccc23)c(C#N)c1N
18	CCOc1cc(OCC)cc(C(=O)NC(=S)Nc2cccc(C(F)(F)F)c2)c1
19	Cc1ccnc(NC(=O)CCC(=O)N(CC(=O)NCc2ccc(F)cc2)c2cccc(F)c2)c1
20	CN(CC(=O)Nc1ccc(Cl)cc1)C(=O)CNC(=O)c1ccc2ccccc2c1
21	CC(NC(=O)CCc1c[nH]c2ccccc12)c1ccccc1 (stereo not drawn)
22	CCc1ccc(NC(=O)CC2NCCNC2=O)cc1 (stereo not drawn)
23	CC(=O)Nc1ccc(S(=O)(=O)Nc2nc3ccccc3nc2Nc2cccc(S(N)(=O)=O)c2)cc1
24	CC1CC(C)(C)NC(=S)N1CC(=O)NCc1ccccc1Cl (stereo not drawn)

compound no.	17	18	19	20	21	22	23	24
SENP8 block-2	3	-8	8	21	-3	-6	2	-3
MIN6 prolif	-3	-3	-2	-2	-1	-1	2	1
SENP1 inh	2	1	3	0	-1	0	0	-1
HKDC1 inhibitor	-1	4	2	0	-5	-8	1	5
SENP7 inh	-4	-4	3	19	-3	8	2	14
PfGluPho inh	22	34	20	5	5	-12	-30	-14
SENP6 block	-1	-10	9	65*	-3	-3	0	-7
SENP8 block-1	7	11	7	-6	11	12	-422	10
UBC13 polyUb	13	-6	4	4	-2	8	10	-4

25	CCn1c(C)nc2cc(C(=O)NNC(=O)CN(C)S(=O)(=O)c3ccc(NC(C)=O)cc3)ccc21
26	NC1=NN=C(c2ccc3c(c2)OCCO3)CS1
27	COc1ccc(CNC(=O)C2CCCN(c3nccc(C)n3)C2)cc1 (stereo not drawn)
28	COc1ccc(CN(C)CC(O)COC(c2ccc(OC)cc2)c2ccc(OC)cc2)cc1 (stereo not drawn)
29	COc1ccc(S(=O)(=O)N(C)C[C@H]2Oc3ccc(NC(=O)c4ccncc4)cc3C(=O)N([C@H](C)CO)C[C@@H]2C)cc1
30	O=C(CN1CCN(c2ccccc2)CC1)Nc1scc2c1c(=O)oc1ccccc12
31	O=C(CCNS(=O)(=O)c1ccccc1)N1CCOCC1
32	CCOc1cc(/C=N/Nc2nc(=O)[nH]nc2C)ccc1O

compound no.	25	26	27	28	29	30	31	32
SENP8 block-2	-4	34	-3	-3	2	5	-4	-2
MIN6 prolif	0	-4	0	-7	2	-3	2	0
SENP1 inh	2	-2	-1	2	0	2	1	7
HKDC1 inhibitor	-8	-7	-5	-2	5	-2	0	-8
SENP7 inh	12	22	-5	5	0	-1	7	3
PfGluPho inh	-7	10	-4	-10	15	8	-5	0
SENP6 block	6	11	-11	-4	-4	3	4	1
SENP8 block-1	10	8	-53	7	13	1	14	12
UBC13 polyUb	6	-3	6	12	-1	1	-5	-8

33	C=CCOc1ccc(/C=C2\N=C(C)OC2=O)cc1OC
34	Cn1c(=O)c2c(nc(SCC(=O)NCc3ccc4c(c3)OCO4)n2Cc2ccc(F)cc2)n(C)c1=O
35	CS(=O)(=O)Oc1ccc(Br)cc1/C=C1/N=C(c2ccco2)OC1=O
36	O=C(N1CCOCC1)C12CC3CC(C1)CC(C(=O)N1CCOCC1)(C3)C2
37	O=C(CNC(=O)c1ccccc1Cl)NC1CCN(Cc2ccccc2)CC1
38	C/C(=N\OC(=O)c1ccc(F)cc1)c1sc(-c2ccc(Cl)cc2)nc1C
39	CCOc1cccc2c1OC1(C)CC2NC(=O)N1c1cccc(Cl)c1 (stereo not drawn)
40	C[C@@H]1CN([C@H](C)CO)C(=O)c2cc(NC(=O)c3ccncc3)ccc2O[C@@H]1CN(C)C(=O)Nc1ccccc1

compound no.	33	34	35	36	37	38	39	40
SENP8 block-2	-5	4	-1	-5	4	-1	6	-12
MIN6 prolif	-2	0	-1	-2	-4	-3	-3	2
SENP1 inh	2	0	-4	1	0	0	1	2
HKDC1 inhibitor	-7	-1	-2	-4	-4	-5	1	-3
SENP7 inh	1	1	-1	-9	-6	3	-2	-2
PfGluPho inh	4	12	-7	-7	-10	2	24	37
SENP6 block	-15	-7	-3	-12	-4	-20	-18	-25
SENP8 block-1	-19	-2	14	10	10	-413	5	6
UBC13 polyUb	0	-3	-10	-7	5	38	9	-11

41	O=C(COc1ccc(Br)cc1Cl)c1ccc[nH]1
42	COc1ccc(Cn2c(=O)[nH]c3cc(C(=O)NCCCN4CCCC4)ccc3c2=O)cc1
43	Cc1ccc(C)c(S(=O)(=O)NCC(=O)OCC(=O)Nc2sccc2C(N)=O)c1
44	CC1CCCCN1C(=O)C1CCN(c2nc(-c3ccccc3)nc3c2CCC3)CC1 (stereo not drawn)
45	COc1ccc(NC(=O)CN(C)C(=O)C2CCCO2)cc1 (stereo not drawn)
46	O=c1cc(-c2nn[nH]n2)[nH]c(=O)[nH]1
47	COC(=O)C1=C(C(=O)OC)[C@]2([C@@H]3CCCCN[C@@H](Cc4ccccc4)C(=O)N3Cc3ccccc3)C=C[C@H]1O2
48	Cc1ccc2c(CC(=O)OC(C)C(=O)Nc3ncc(Cl)cc3Cl)coc2c1 (stereo not drawn)

compound no.	41	42	43	44	45	46	47	48
SENP8 block-2	6	-2	5	0	3	x	x	-1
MIN6 prolif	0	-1	0	-4	0	x	x	0
SENP1 inh	-8	-2	-11	3	1	2	0	2
HKDC1 inhibitor	4	-3	-4	6	-8	-8	0	1
SENP7 inh	0	-11	2	-5	-1	x	x	3
PfGluPho inh	4	-3	-1	6	0	-16	5	-8
SENP6 block	-27	3	7	5	-19	x	x	0
SENP8 block-1	-2	-53	1	-18	2	4	11	8
UBC13 polyUb	-4	16	8	10	4	x	x	-2

Arranged by the number under HKDC1 inhibitor (largest number first): seven from the list above
entry | compound | HKDC1 inhibitor
12 | O=C(N[C@H](Cc1ccc(Cl)cc1)C(=O)O)OCC1c2ccccc2-c2ccccc21 | 7
29 | COc1ccc(S(=O)(=O)N(C)C[C@H]2Oc3ccc(NC(=O)c4ccncc4)cc3C(=O)N([C@H](C)CO)C[C@@H]2C)cc1 | 5
11 | CCN1C(=O)C(CC(=O)Nc2ccc(OC)cc2)N(CCCN2CCN(c3ccc(OC)cc3)CC2)C1=S (stereo not drawn) | 4
20 | CN(CC(=O)Nc1ccc(Cl)cc1)C(=O)CNC(=O)c1ccc2ccccc2c1 | 0
10 | CCCN(Cc1cc2cc(C)ccc2[nH]c1=O)C(=O)c1ccccn1 | -2
27 | COc1ccc(CNC(=O)C2CCCN(c3nccc(C)n3)C2)cc1 (stereo not drawn) | -5
1 | O=C(CCCC(=O)N1CCN(c2ccccc2F)CC1)c1ccccc1 | -6
